Screening results as filed in PubChem.
KDM5B inh: Primary screen for KDM5B Histone Demethylases FDH-coupled qHTS; Lysine-specific demethylase 5B (Homo sapiens), Q9UGL1; KDM5B demethylase, FDH-coupled NADH fluorescence (FDH is formaldehyde dehydrogenase); Potency, µM (doses to about 57.7 µM), for the others: at the top dose activity change, negative = inhibition, usual class: inhibitors; 220,000 tested, 2.6% active; active = well fitted inhibition curve with a large enough effect; inconclusive = small, poorly fitted or top-dose-only effect; inactive = no such curve, though single readings can be large or run the other way; note: 0% is about no effect; nearly all actives have a fitted effect of over 70% in size
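Coupled FDH/NAD⁺ fluorescence readout. KDM5BΔAP 200 nM final; compound titration, 10 min RT preincubation; substrate mix 12.5 µM H3K4me3, 25 µM 2-OG, 50 µM Fe(II), 100 µM ascorbate, 0.25 mM NAD⁺, 0.25 U/mL FDH; ΔRFU over 30 min.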
* marks the source's active call; other numbers are inactive results; ? = inconclusive; & = joins results of further samples; [ ] = remark or other dose. Potency is the fitted concentration of half-maximal effect. An excerpt; the hit share may differ from the screen's.

SMILES	KDM5B inh
CN1CCCCCCN(C(=O)Nc2ccccc2)CCC1=O	5%
CN(C)CCOc1ccc(C(=O)/C=C/c2ccc(C(=O)O)cc2)cc1	8%
COc1cccc(C(=O)NCC(=O)OCc2cc(=O)n3c(C)csc3n2)c1	?
COc1cc(F)ccc1-c1cnc2n[nH]c(-c3ccc4c(c3)OCO4)c2n1	3%[86.2 µM]
Cc1cn2nnc(C(=O)NC(C)CCc3ccccc3)c2c(=O)[nH]1 (stereo not drawn)	-5%
Cc1ccc(CN2CCCCCCNC(=O)CC2c2ccccc2)o1 (stereo not drawn)	-8%
Cc1ccc(C)c(CN2C(=O)c3ccccc3S(=O)(=O)c3ccc(C(=O)N4CCOCC4)cc32)c1	?
CCCC(=O)Nc1cnc(-c2ccc(C)cc2)nc1	-2%
COc1ccc(CN2CCn3c(nnc3-c3ccccc3)C2)cc1	5%[149 µM]
CN(C)C(=O)N(C)Cc1ccc(F)cc1	9%[115 µM]
O=C(COC(=O)c1cccc([N+](=O)[O-])c1)NNC(=O)c1cccs1	31%
N#CCN(CC#N)C(=O)c1ccc2c(c1)OCCCO2	11%
C/C(=N\NC(=S)Nc1cccc(C)c1)c1ccc(Br)cc1	-1%
Cn1cnc(S(=O)(=O)N2CCCC(C(=O)NCCC3=CCCCC3)CCNC(=O)CC2)c1 (stereo not drawn)	-24%
Cc1ccccc1[C@H]1C[C@@H](O)[C@@H](O)[C@@H]1NS(C)(=O)=O	-3%[115 µM]
O=c1oc2ccccc2c(NC2CCCC2)c1NS(=O)(=O)c1ccc(Cl)cc1	5%
N#C/C(=C/c1ccc(OC(F)F)cc1)c1ccc(C(F)(F)F)cn1	9%
COC1CCC12CCN(C(=O)C1(c3ccccc3)CC1)CC2 (stereo not drawn)	-7%
CCOc1ccc(-c2c(C)nn3c(C)c(C(=O)Nc4cc(C)cc(C)c4)cnc23)cc1OCC	?
O=C(NCc1ccc(Cl)cc1)C1CCN(S(=O)(=O)c2cccc3nonc23)CC1	8%&-3%
CCn1c(SCC(=O)O)nc2c(=O)n(C)c(=O)n(C)c21	6%
CSc1ccc(/C=C/C(=O)c2cc3cc(Cl)ccc3oc2=O)cc1	18%
CN(C)C[C@@H]1CN(Cc2ccccc2)C[C@H]1NC(=O)c1ccncn1	?
COc1cccc(NC(=O)C2CCC(CNS(=O)(=O)c3ccc4c(c3)CCCC(=O)N4)CC2)c1 (stereo not drawn)	12%
CCOC(=O)c1c(NC(=O)c2cc(=O)c3ccccc3o2)sc(C)c1C	13%
CC(=O)c1ccc(NC(=O)C2CCCN(S(=O)(=O)c3ccc4c(c3)CCCN4C(C)=O)C2)cc1 (stereo not drawn)	11%
Cc1ccnn1CC(=O)N(Cc1ccncc1)Cc1cccc(OCCc2ccc(F)cc2)c1	-4%
CC(CCN1CCC(C(O)(c2ccccc2)c2ccccc2)CC1)Oc1ccc(F)cc1 (stereo not drawn)	19%
O=C1CC(c2ccccc2)N(Cc2ccncc2)CCCNCCN1 (stereo not drawn)	-26%
CC(=O)Nc1cccc(C(C)NC(=O)Nc2cc(Cl)ccc2Cl)c1 (stereo not drawn)	18%
CCCN1CCN(c2ncnc3sc(C(=O)Nc4c(C)cc(C)cc4C)c(C)c23)CC1	0%
CC1CCC(NC(=O)c2cc(=O)[nH]c3ccccc23)CC1 (stereo not drawn)	-13%
O=S(=O)(c1cccc(C(F)(F)F)c1)N1CCCC(Cn2cnc3cccnc32)C1 (stereo not drawn)	11%
COc1cccc(CN2CCc3nc(Nc4ccc5c(c4)OCCO5)ncc3C2)c1OC	-28%
Cc1cccc(C)c1NC(=O)CNC(=O)c1cc2cc(Cl)ccc2nc1C	-14%
COC[C@@H]1CN(S(=O)(=O)c2ccc(C)cc2)C[C@H]1c1nc(C)no1	2%
Cc1cc(C)c2c(CC(=O)N(Cc3ccccc3)C3CCS(=O)(=O)C3)coc2c1 (stereo not drawn)	24%
COc1ccccc1OC1(C(=O)O)CCN(C(=O)C2CC23CCC3)CC1 (stereo not drawn)	35%[activator]
CC(C)n1cnnc1CC1CCN(C(=O)CCCc2ccccc2)C1 (stereo not drawn)	-17%
Cc1cc(C)cc(N(CC(=O)Nc2c(C)cc(C)cc2C)S(=O)(=O)c2c(C)nn(C)c2C)c1	?
O=C(CSc1nnc(N2CCOCC2)n1-c1cccc(F)c1)N(Cc1ccco1)C1=CCCCC1	7%
COc1cccc(Cl)c1NC(=O)N1CCN(c2cc(C)nc3ccccc23)CC1	12%
O=C(N/N=C/c1ccc([N+](=O)[O-])o1)C1CCCCC1	?
CCCC(=O)Nc1ccc(C(=O)OC/C(=N/O)c2ccc(OC)cc2)cc1	-2%
Cc1ccc(N(C(=O)c2csnn2)C(C(=O)NC2CCCCC2)c2cccnc2)cc1C (stereo not drawn)	7%
CCN(CC)C(=O)c1sc2c(c1C)c(=O)n(-c1ccccc1)c(=O)n2Cc1c(C)cc(C)cc1C	7%
COc1cccc(-c2noc(-c3occc3Br)n2)c1	-21%
N#Cc1ccc(OC(=O)c2ccc(N3CCOCC3)nc2)cc1	9%
COc1cccc(N(C(=O)c2snc(C(N)=O)c2N)C(C(=O)NCC2CCCO2)c2cccs2)c1 (stereo not drawn)	-6%
Cc1ccc(O[C@H]2COCC[C@H]2NC(=O)c2cc(CC(C)C)nc(N)n2)cn1	?
New compounds follow.
SMILES	KDM5B inh
O=C(Nc1ccc(Oc2ccccc2)cc1)c1cccc(CN2CCCC2=O)c1	-2%
FC(F)(F)c1ccc(CN2CC[C@H](c3nc4ccc(C(F)(F)F)cc4[nH]3)C2)cc1	?
CCOC(=O)NNc1ccccc1	17%
O=C(c1cc[nH]c1)N1CCN(CCOCc2ccccc2)CC(O)C1 (stereo not drawn)	-6%
Cc1ccc(-c2n[nH]c(=O)c3ccccc23)cc1S(=O)(=O)N(C)C1CCCCC1	3%
Cc1ccc(-c2ccc3nnc(CNC(=O)c4cccc(N(C)C)c4)n3n2)cc1C	7%
O=C1CCCN1CC(=O)N1CCCC(Nc2ccccc2)C1 (stereo not drawn)	-12%
COc1cccc(CNS(=O)(=O)c2ccc3c(c2)OCCO3)c1	-2%
Cc1ccc(OCCOC(=O)Cn2cnc3c2c(=O)n(C)c(=O)n3C)cc1	9%
Cc1ccc(C(=O)N2CCCC(c3nn(-c4ccc(Cl)cc4)c(=O)[nH]3)C2)cc1 (stereo not drawn)	-4%
COC(=O)C(=O)N1CC[C@H]2NC(=O)N(c3ccc(C(C)C)cc3)C(=O)[C@H]21	1%[86.2 µM]
COc1ccc2c(c1)c1nnc(SCC(=O)NC3CC3)nc1n2C	16%
CC1(COc2cccnc2)COc2ccc(C(=O)NCc3ccc(F)cc3)cc2N1 (stereo not drawn)	32µM*
CCOc1ccc(C(=O)NCCn2ccn3nc(-c4ccc(OC)cc4)cc3c2=O)cc1	8.9µM*
COc1ccc(NC(=O)CSc2nncn3c2cc2oc(C)cc23)cc1OC	-23%
COC(=O)CCN1CCc2cc(N=Nc3ccc([N+](=O)[O-])cc3)ccc21	1%
O=C1N(C2CCN(Cc3ccccn3)CC2)C(c2ccncc2)C12CCCCC2 (stereo not drawn)	-35%
COc1ccccc1CC(=O)NC1CCN(c2cc(C)cc(C)c2)C1=O (stereo not drawn)	17%
O=Cc1ccc(N2CCOCC2)cc1	?
Cc1cc(C)cc(CS(=O)(=O)Cc2ccccc2)c1	-12%
Cc1ccccc1CNC(=O)c1cccc(CS(C)=O)c1 (stereo not drawn)	20%
COc1ccc(CC(=O)NC2CCCc3c2[nH]c2c(Cl)cccc32)cc1OC (stereo not drawn)	7%
C=CCNC(=O)NC(=O)CN(C)c1ccc2ccccc2c1	?
CCCNCc1ccc(-c2ccc(C(C)O)cc2)o1 (stereo not drawn)	?
CCOC(=O)COc1ccc2c(=O)c(Oc3ccc(C(=O)OC)cc3)c(C(F)(F)F)oc2c1	14%
Cc1nn2cc(CCNCC3(O)CNCCOC3)nc2s1 (stereo not drawn)	6%
O=C(C1CCCC1)N1CCC2(CC1)CC(Cc1ccccc1)=NO2	13%[149 µM]
Cc1ccc(CNC(=O)CCc2c(C)nc3nc(CNC(=O)OC(C)(C)C)nn3c2C)cc1	?
CN(Cc1cc(=O)n2cc(Cl)ccc2n1)Cc1ccc(F)cc1F	-20%
Cc1cc(C)n2nc(C(=O)N/N=C/C=C/c3ccccc3)nc2n1	5%
Cc1ccc(OC(C)C(=O)NC2CCCC2)cc1C (stereo not drawn)	21%
O=C(Cn1cncn1)N1CCc2onc(C(c3ccccc3)c3ccccc3)c2C1	-14%
COc1ccc(Cn2c(CNS(=O)(=O)c3ccc(C)c(C)c3)nc3cccnc32)cc1	?
CC(NC(=O)c1ccccc1I)C1CC2CCC1C2 (stereo not drawn)	-1%
CN(C)c1ccc(CNC(=O)CN2C(=O)CSc3ccc(S(=O)(=O)N4CCCC4)cc32)cc1	?
COc1ccc(C)cc1NC(=O)C1CCN(S(=O)(=O)c2ccc3[nH]c(=O)oc3c2)CC1	-4%
CCc1ccccc1NC(=O)CN(c1ccc(C)c(C)c1)S(=O)(=O)c1ccsc1C(=O)OC	-17%
O=C(/C(=C\c1cccc(Cl)c1)c1nc2ccccc2o1)c1ccccc1	30%
Cc1ccc(C)c(Nc2nn3c(=O)c4ccc(C(=O)NCCc5ccccc5)cc4nc3s2)c1	2%
COc1cn(CC(=O)Nc2ccc(C(N)=O)cc2)c(CSc2ccccc2)cc1=O	14%
CN1C(=O)[C@H]2CN(Cc3ccc(F)c(Br)c3)C[C@H]2C1=O	20%
COc1ccc(Cl)cc1C(=O)NC1CCCN(c2cc(-c3ccc(F)cc3)[nH]n2)C1 (stereo not drawn)	?
Cc1ccc(C(=O)OCC(=O)NCc2ccco2)cc1S(=O)(=O)Nc1cccc(Cl)c1	-12%
N#Cc1ccc(CN2CCC3(CC(=O)Nc4ccccc4N3)C2)cc1 (stereo not drawn)	-19%[149 µM]
Cc1cc2nc3n(c(=O)c2n1CC(=O)Nc1ccc(Br)cc1F)CCCCC3	18%
CCOc1ccc(C(=O)Nc2ccc3c(c2)N(C(C)=O)CCC3)cc1OCC	-15%
CCn1cc(C(=O)N[C@@H]2CN(S(C)(=O)=O)C[C@H]2CN(C)C)cn1	-6%
Cn1ccnc1CN1C(=O)CO[C@H]2CN(Cc3c[nH]c4ccccc34)C[C@H]21	1%[86.2 µM]
C=CCSC1=NNC(c2ccc(C(C)(C)C)cc2)=NN1	39%
FC(F)(F)c1ccc(Cl)c(N/N=C/C=C/c2ccccc2)c1	-25%
Other entries.
SMILES	KDM5B inh
CCOc1ccc(-c2cc3c(=O)n(CCNC(=O)c4cccc(C#N)c4)ccn3n2)cc1	?
Cc1ccc(NC(=O)CSc2nc(=O)n(Cc3ccncc3)c3c2CCC3)cc1Cl	-10%
Cc1[nH]c2cc3c(-c4ccccc4)cc(-c4ccccc4)nc3cc2c1C	179%[activator]
Cc1noc2c(N3CCOCC3)cc(-c3cccs3)nc12	-18%[86.2 µM]
CCc1cccc(C)c1NC(=O)CCCn1c(=O)c2cccn2c2cccnc21	-29%
COc1cc(/C=C(/C#N)c2ccccn2)cc(Cl)c1OC(F)F	7%
Cc1c(C(=O)CSc2nnc(C3CC3)n2C2CC2)sc2ccccc12	-12%
O=C([C@@H]1CCCN1Cc1cc(=O)c2cc(F)ccc2[nH]1)N1CCCCC1	28µM*
C#Cc1cccc(NCC(=O)N2CCCCCCC2)c1	9%
Cc1ccc2cc(CN(CC(C)C)C(=O)c3ccco3)c(=O)[nH]c2c1	?
Cc1ccc(C)c(S(=O)(=O)Nc2nc3ccccc3nc2Nc2ccccc2F)c1	8%
COc1ccc(NC(=O)Nc2cccc(-c3ccc(N4CCCCC4)nn3)c2)c(OC)c1	-18%
COc1ccc(-c2nc(SCc3ccccc3)n(S(C)(=O)=O)n2)cc1	2%
